CIT2 TOR yeast: modulators of TOR pathway CIT2-GFP in S. cerevisiae; hit rate 0.065% among 320,000; AID 2029; S. cerevisiae CIT2-GFP strain, flow cytometry, 3 h; 100 means same as DMSO wells; GFP response vs DMSO, % at 10 µM;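 active = GFP response relative to DMSO above a set limit, near the screen mean plus 3 SD, cut at about 150% in these data; inconclusive = Fewer than 70 cells measured for a yeast strain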;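 note: ratio of well median GFP fluorescence to mean of DMSO wells on the plate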
BCLXL inh: Bcl-xL (human) inhibition; inhibition, % at 10.9 µM; Q07817; GST-Bcl-xL / FITC-Bim BH3 peptide fluorescence polarization; AID 2129; hit rate 0.7% among 320,000;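 active = inhibition above the mean of all tested compounds plus 3 SD, cutoff set per campaign, cut at about 30% in these data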;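 note: 0% = DMSO wells and 100% = unlabeled Bim-BH3 peptide competitor; inhibitors lower millipolarization by displacing the labeled peptide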
Target sequence (Q07817 whole entry, looked up): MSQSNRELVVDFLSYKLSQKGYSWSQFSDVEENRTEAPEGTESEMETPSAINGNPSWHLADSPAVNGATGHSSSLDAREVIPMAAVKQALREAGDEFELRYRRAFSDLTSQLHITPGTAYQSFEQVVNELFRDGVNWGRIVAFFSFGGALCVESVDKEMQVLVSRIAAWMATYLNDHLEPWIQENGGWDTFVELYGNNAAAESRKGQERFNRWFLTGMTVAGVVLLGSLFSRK
MCL1-BIM inh: inhibitors of human MCL1 binding to BIM-BH3 peptide; inhibition, % at 10.9 µM; AID 2057; GST-MCL1 / FITC-Bim-BH3 fluorescence polarization; hit rate 0.68% among 320,000; Q07820;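 active = inhibition above the mean inhibition of all tested compounds plus 3 SD, set per campaign, cut at about 40% in these data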;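 note: 0% = DMSO wells and 100% = unlabeled Bim-BH3 peptide control; higher means more loss of mP so more displacement of Bim peptide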
Target sequence (Q07820 whole entry, looked up): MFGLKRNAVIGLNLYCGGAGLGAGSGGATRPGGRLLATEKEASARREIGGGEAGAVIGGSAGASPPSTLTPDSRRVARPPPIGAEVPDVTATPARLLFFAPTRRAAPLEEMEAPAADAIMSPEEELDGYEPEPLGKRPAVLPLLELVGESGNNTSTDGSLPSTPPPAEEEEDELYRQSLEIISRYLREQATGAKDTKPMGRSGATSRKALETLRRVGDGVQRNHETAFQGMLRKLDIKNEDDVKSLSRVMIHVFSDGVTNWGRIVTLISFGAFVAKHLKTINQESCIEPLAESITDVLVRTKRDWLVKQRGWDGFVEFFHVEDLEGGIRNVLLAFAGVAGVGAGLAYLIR
MEX-5 binding: C. elegans MEX-5 TCR-2 RNA binding activity | MEX-5/FITC-TCR2 RNA binding, fluorescence polarization; hits give low values | activity score (negative = inhibition of binding), % at 10 µM | hit rate 0.38% among 300,000;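 active = inhibition past about -25% in most replicates, and total fluorescence under double the plate's negative control median, limit read from the data; inconclusive = replicates evenly split on the limit, or fluorescence at least double controls; inactive = too little inhibition in most replicates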;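 note: 0% = DMSO and -100% = 5 µM competing unlabeled TCR2 RNA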
GLD-1 TGE inh: GLD-1-TGE RNA interaction inhibition (C. elegans); Q17339; purified GLD-1 + fluorescein TGE RNA, fluorescence polarization; inhibition, % at 5.96 µM; hit rate 0.44% among 320,000;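 active = percent inhibition above a per-plate cutoff, the plate mean of test compounds plus 3 SD, cut at about 30% in these data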;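 note: 0% = DMSO wells with GLD-1 and probe and 100% = wells lacking GLD-1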
GRK2 aptamer HTS: human GRK2 inhibition via aptamer displacement. hit rate 0.59% among 330,000. P25098. inhibition of aptamer binding, % at 10 µM. bead flow cytometry, FAM-aptamer displacement from GRK2. AID 488847;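 active = inhibition of aptamer binding above 40%, roughly 3 SD of noise, on plates passing a quality check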;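 note: median bead fluorescence of bound FAM aptamer so fluorescent compounds give negative values; no value below 0 was filed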
AGP1 TOR yeast: yeast TOR pathway AGP1-GFP modulation. hit rate 0.02% among 320,000. AID 2066. GFP response vs DMSO, % at 10 µM. S. cerevisiae AGP1-GFP multiplex flow cytometry, 3 h; GFP as percent of DMSO wells;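 active = GFP response relative to DMSO above a set limit, near screen average plus 3 SD, cut at about 150% in these data; inconclusive = fewer than 70 cells counted for the yeast strain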;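 note: median GFP channel fluorescence of the gated AGP1 strain per well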
VLA-4 inh: inhibition in a human VLA-4 binding assay; P13612; inhibition, % (about 7 µM as worked out from the volumes in the protocol); AID 2557; hit rate 0.2% among 330,000; VLA-4 expressing cells, ligand binding flow cytometry; in the data active = inhibition above about 50%
Fam108B inh: Fam108B inhibition, counter-screen for RBBP9 inhibitors | recombinant Fam108B, FP-Rh probe fluorescence polarization | inhibition, % at 9.51 µM | hit rate 0.33% among 300,000;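 active = inhibition above the screen mean inhibition plus 3 SD, computed separately per campaign, cut at about 18% in these data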;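 note: inhibitors lower polarization as less probe binds the enzyme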
An asterisk follows results filed as active; ? = inconclusive; . = no result given.

SMILES	Fam108B inh	CIT2 TOR yeast	MEX-5 binding	BCLXL inh	AGP1 TOR yeast	MCL1-BIM inh	GRK2 aptamer HTS	GLD-1 TGE inh	VLA-4 inh
O=C(c1ccccc1F)N(Cc1ccc2c(c1)OCO2)Cc1cc2cc3c(cc2n2nnnc12)OCO3	2	101	-1.2	2	95	8	6	6	-15
CN(C)S(=O)(=O)c1ccc(Cl)c(C(=O)NCc2ccco2)c1	-2	96	0.0	0	95	4	0	4	9
CCCn1c(SCC(=O)c2cc(OC)ccc2OC)nnc1C(C)C	-1	103	-1.4	-12	103	-11	0	0	1
CC1CCCN(S(=O)(=O)c2ccc(NC(=O)[C@@H]3CCCN3C(=O)c3cccs3)cc2)C1 (some centres undefined)	.	100	.	-10	99	-12	0	14	-1
CCCn1nnnc1NCc1cccc(OC)c1OC	0	105	0.1	4	99	3	1	0	4
CCOc1ccc(-c2cc(C(=O)O)c3ccccc3n2)cc1	-1	94	-1.8	2	100	-3	1	-1	9
CCn1c(=O)n(CC)c2cc(S(=O)(=O)Nc3c(C)cccc3C)ccc21	2	99	-1.3	5	98	2	5	2	24
CNC(=S)N/N=C/c1cccc(OCc2ccccc2F)c1	-4	100	.	2	97	3	0	1	24

At a glance, two of the compounds above:
SMILES	Fam108B inh	CIT2 TOR yeast	MEX-5 binding	BCLXL inh	AGP1 TOR yeast	MCL1-BIM inh	GRK2 aptamer HTS	GLD-1 TGE inh	VLA-4 inh
CCn1c(=O)n(CC)c2cc(S(=O)(=O)Nc3c(C)cccc3C)ccc21	2	99	-1.3	5	98	2	5	2	24
CNC(=S)N/N=C/c1cccc(OCc2ccccc2F)c1	-4	100	.	2	97	3	0	1	24

More entries
SMILES	Fam108B inh	CIT2 TOR yeast	MEX-5 binding	BCLXL inh	AGP1 TOR yeast	MCL1-BIM inh	GRK2 aptamer HTS	GLD-1 TGE inh	VLA-4 inh
COc1ccc(NC(=O)Nc2ccc(C(C)C)cc2)cc1	-2	92	1.4	-3	88	2	0	-10	0
Cc1ccc(C2=C(CC(=O)O)C(=O)CC2)cc1	3	93	-2.7	3	94	5	0	0	16
Cc1cccc2c(=O)cc(C)n(CC(=O)N3CCOCC3)c12	0	100	-0.2	8	106	3	0	4	-1
CN(C)S(=O)(=O)NCC1CCCN(Cc2ccc(-c3ccccc3)cc2)C1 (centres undefined)	2	101	5.4	2	101	-2	0	10	13
CSCCC(NC(=O)c1ccc([N+](=O)[O-])cc1Cl)C(=O)OC(C)C(=O)NCc1ccco1 (centres undefined)	2	92	-0.2	2	97	2	0	7	1
CCO[C@H]1OC(C(N)=O)=C[C@@H](C2CC2)[C@@H]1CCCO	-5	87	-2.0	2	79	2	0	-2	-5
CCOC(=O)c1cccc(NC(=O)Cn2cc3c(n2)CCC(C)C3)c1 (centres undefined)	0	94	2.2	-2	101	1	1	-9	1
Cc1ccnc(NC(=O)CCC(=O)N(CC(=O)NC2CCCCC2)Cc2ccccc2)c1	3	94	1.9	5	97	-1	1	0	7
Clc1cccc(CNCCCSc2ncccn2)c1	-1	94	1.7	9	86	3	0	6	11
CCN(C(=O)COC(=O)c1ccccc1O)c1nc2ccccc2s1	.	92	.	.	96	.	3	-4	4
COc1ccccc1/C=C/C=N/NC(=O)CN1CCN(Cc2ccccc2)CC1	0	93	-0.9	2	94	-2	2	2	0
COCCn1c(=N)c(C(=O)NCc2ccco2)cc2c(=O)n3cc(C)ccc3nc21	-3	99	-12	72*	97	69*	2	56*	0
CCOc1cc(C2NC(=O)NC(C)=C2C(=O)OCC2CCCCC2)ccc1O (centres undefined)	0	104	1.3	-3	100	0	2	9	-4
C/C(O)=C(\C#N)c1nnc2n1CCCCC2	1	105	-0.5	5	112	4	0	3	5
CCC(CO)Nc1nc(CN2CCCCC2)nc2scc(-c3ccccc3)c12 (centres undefined)	3	98	0.5	1	100	1	0	-3	3
Cc1c(C(N)=O)sc(N)c1C(=O)OC(C)C	1	97	0.0	3	107	8	5	0	0
COCC(C)n1c(SCC(=O)N2CCCCC2)nc2ccccc2c1=O (centres undefined)	0	85	2.9	0	101	-2	0	-1	9
O=C(O)Cc1ccc(C(=O)c2ccccc2)s1	-1	99	2.5	2	107	0	0	3	-2
CN(C(=O)CCNC(=O)Cn1cnc2ccccc2c1=O)c1ccc(F)cc1	2	104	-1.8	5	107	4	0	2	3
Cc1ccccc1N1CCN(S(=O)(=O)c2ccccc2)CC1	0	94	0.4	5	101	4	0	-1	7
COc1ccc(-n2c(SCC(=O)NCCCN3CCCC3=O)nnc2C(C)N2CCCCC2)cc1 (centres undefined)	-2	92	-2.2	4	91	-5	0	2	-11
CCn1nc(CC(=O)Nc2ccc(-n3cnnn3)c(OC)c2)c2ccccc2c1=O	3	93	-0.4	4	97	10	4	-2	-8
COc1ccc(NS(=O)(=O)c2ccc(C)c(C(=O)NCc3cccnc3)c2)cc1	4	101	2.6	4	90	4	2	6	2
COc1ccccc1OCCNC(=O)c1ccco1	-1	?	0.5	-3	?	-11	0	3	7
Cc1c(C(=O)Nc2ccccc2[N+](=O)[O-])csc1-c1ccccc1	-2	100	-0.2	4	102	4	7	2	.
CN(C(=O)CNc1ccccc1Cl)C1CCS(=O)(=O)C1 (centres undefined)	.	88	.	.	106	.	0	4	20
Cc1ccc(NC(=O)Cn2c(=O)c3cccn3c3ccccc32)c(C)c1	-11	107	1.9	3	110	7	0	4	-6
Cc1cccc(OCCCC(=O)Nc2ccc(N(C)C)cc2)c1	4	89	0.3	14	85	21	1	1	2
CCOC(=O)C1=NN(C(=O)c2ccccc2)C(O)(c2ccc(C)cc2)C1 (centres undefined)	1	99	-3.6	2	99	4	3	-4	2
COc1ccc(C(CC(=O)NCCCN2CCOCC2)NS(=O)(=O)c2ccc(C)cc2)cc1 (centres undefined)	0	98	-0.6	5	102	6	0	4	5
c1ccc(Cc2nnc3sc(C4COc5ccccc5O4)nn23)cc1 (centres undefined)	-3	107	-1.0	3	106	10	4	-3	1
O=C(Nc1ccc(C(=O)N2CCCC2)cc1)Nc1ccc(Cl)cc1Cl	5	103	0.0	1	115	-1	0	7	3
Cc1ccsc1/C=N/NC(=O)Nc1ccccc1	4	88	2.2	2	94	6	0	3	-5
Cc1ccc(C)c(NS(=O)(=O)c2cc(C(=O)NCc3ccccn3)ccc2C)c1	8	103	-0.7	-2	103	2	0	-1	2
CCN(CC)CCOC(=O)c1ccccc1Br	-3	90	-0.3	-5	93	1	7	-1	6
Cc1cc(=O)oc2cc(OCC(=O)NC3CCCC3)ccc12	0	95	-0.6	0	97	9	0	2	-3
Cc1ccc(S(=O)(=O)N2CCCCC2)cc1NC(=O)c1cc2ccccc2o1	.	87	.	2	91	0	1	2	2
O=C(COc1cccnc1[N+](=O)[O-])Nc1cc(Cl)ccc1Cl	.	97	.	.	96	.	1	-1	6
O=C(CCCn1c(=O)[nH]c2cc(Cl)ccc2c1=O)NCCC1=CCCCC1	-3	88	-0.9	8	94	1	0	6	0
CCOc1ccc(C(=O)SC2=NCCS2)cc1	-1	84	0.6	0	91	10	1	1	7
O=C(CSC1=NCCN1)C1COc2ccccc2O1 (centres undefined)	4	103	-0.1	3	107	10	9	-1	6
O=C(CN1CCOCC1)Nc1cccc(Br)c1	6	111	-0.7	-1	110	4	5	7	4
CS(=O)(=O)N1CCc2cc(C(=O)N3CCN(c4ccccc4F)CC3)ccc21	1	101	-1.7	2	102	0	4	-3	13
CN1CCN(NC(=O)Nc2cc(Cl)cc(Cl)c2)CC1	.	88	-1.8	.	92	.	0	.	16
CCCNc1c(NC(=O)c2cccs2)c(=O)oc2ccccc12	0	96	-0.4	0	97	-8	4	-3	0
O=c1c2[nH]c3cccc(Cl)c3c2ncn1CCN1CCCCC1	-6	101	-2.9	6	102	-1	0	12	-1
O=C(CCS(=O)(=O)c1ccccc1)Nc1ccccc1N1CCOCC1	-1	100	3.7	2	98	5	2	-1	-11
CCC(C)C(Nc1ncnc2scc(-c3ccccc3)c12)C(=O)O (centres undefined)	0	87	2.4	5	95	1	0	4	7
CN(C)CC(=O)c1c(N)n(Cc2ccccc2)c(=O)n(C)c1=O	0	99	1.2	6	99	-2	6	1	6
COc1cccc(-n2nnc3c(=O)n(Cc4cccc(F)c4)cnc32)c1	4	95	1.9	0	92	4	0	0	5
CN(c1ccccc1)S(=O)(=O)c1ccc(NC(=O)COc2ccccc2)cc1	-22	96	-1.1	1	104	-3	9	5	8
COc1ccccc1N1CCN(C(=O)c2ccc(-c3ccc(Cl)cc3)o2)CC1	.	81	.	5	94	-3	0	-1	31
c1ccc(-c2noc(-c3ccccc3-c3ccccc3)n2)cc1	-3	96	0.4	2	99	-7	0	-1	12
CCn1c(NC2CCCCC2)nc2ccccc21	-5	95	2.0	7	90	3	1	2	1
O=C1Cc2ccccc2Sc2ccccc21	0	100	-2.0	3	105	-2	0	2	1
COc1nc(OC)nc(N2CCC(NC(=O)C(Cc3cccc(OC)c3OC)NC(C)=O)CC2)n1 (centres undefined)	1	98	-4.5	8	103	2	0	6	2
COc1ccc(CCNC(=O)C2CC(=O)N(c3ccc(Br)cc3)C2)cc1OC (centres undefined)	-3	96	-5.8	3	94	3	2	8	8

Screening data: PubChem, several laboratories
